# Screening data deposited in PubChem by NMMLSC.
# Bcl-XL Bim block = disrupts Bim peptide binding to human Bcl-XL | AID 1007 | bead flow cytometry, fluorescence | inhibition, % at 10 µM | 190,000 tested, 0.04% active
# Target sequence (Q07817 whole entry, looked up): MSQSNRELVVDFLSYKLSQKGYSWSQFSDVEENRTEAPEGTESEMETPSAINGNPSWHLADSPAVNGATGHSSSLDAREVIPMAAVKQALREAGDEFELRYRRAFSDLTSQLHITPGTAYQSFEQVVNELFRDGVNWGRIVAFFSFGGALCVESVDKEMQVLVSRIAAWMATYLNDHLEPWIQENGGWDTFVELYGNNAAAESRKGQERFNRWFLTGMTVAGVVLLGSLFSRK
# RGS4-Gao reg = human RGS4-Galphao interaction regulation | P09471 | Multiplexed bead flow cytometry, RGS4-Galphao binding; actives lie on both sides | 220,000 tested, 0.33% active | binding response (% of control), % at 10 µM; in the data active = binding response below about 49% or above about 150%; inactive = in between;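 note: fluorescent Galphao activated with aluminum fluoride binding bead-coupled RGS4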
# Bim-Bcl-B = inhibitors of Bim-Bcl-B interaction, human. Q9HD36. bead-based flow cytometry, Bim peptide-Bcl-B binding. inhibition, % at 10 µM. 190,000 tested, 0.073% active. AID 951;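 note: 0% = tracer peptide without compound and 100% = reference inhibitor peptide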
# Target sequence (Q9HD36 whole entry, looked up): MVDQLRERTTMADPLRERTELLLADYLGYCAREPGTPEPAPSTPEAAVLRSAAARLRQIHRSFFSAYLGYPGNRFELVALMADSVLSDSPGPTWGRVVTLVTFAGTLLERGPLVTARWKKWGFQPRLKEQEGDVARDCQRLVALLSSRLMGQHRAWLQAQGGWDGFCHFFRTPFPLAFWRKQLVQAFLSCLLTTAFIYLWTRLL
# Bim-Bcl-W = disrupts Bim peptide binding to human Bcl-W; Q92843; bead-based flow cytometry; inhibition, % at 10 µM; 190,000 tested, 0.02% active; AID 952;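 note: 0% = bound tracer without compound and 100% = peptide blocker; higher means less fluorescent Bim peptide bound to Bcl-W beads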
# Target sequence (Q92843 whole entry, looked up): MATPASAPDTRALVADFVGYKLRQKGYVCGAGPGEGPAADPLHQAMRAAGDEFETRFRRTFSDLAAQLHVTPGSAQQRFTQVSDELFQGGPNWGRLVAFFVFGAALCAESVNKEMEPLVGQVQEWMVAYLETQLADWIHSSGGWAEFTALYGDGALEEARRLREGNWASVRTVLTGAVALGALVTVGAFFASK
# Bcl-2 Bim block = disrupts Bim peptide binding to human Bcl-2; Bead-based flow cytometry, Bim peptide-Bcl-2 binding; inhibition, % at 10 µM; 190,000 tested, 0.06% active; AID 950; in the data active = inhibition above about 40%; inconclusive = no clear call, values can overlap the other calls;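 note: 0% = no compound wells with probe peptide and 100% = reference peptide inhibitor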
# Target sequence (P10415 whole entry, looked up): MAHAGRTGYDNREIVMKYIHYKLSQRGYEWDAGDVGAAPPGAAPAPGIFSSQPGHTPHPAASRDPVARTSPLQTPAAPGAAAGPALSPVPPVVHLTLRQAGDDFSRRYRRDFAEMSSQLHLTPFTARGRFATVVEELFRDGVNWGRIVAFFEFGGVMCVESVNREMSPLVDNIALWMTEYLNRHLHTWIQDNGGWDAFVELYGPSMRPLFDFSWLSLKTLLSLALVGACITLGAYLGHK
# Avidin bead fluor = compound fluoresces at 488/530 nm on avidin beads | compound fluorescence 488/530 nm, flow cytometry; stronger effect = higher value | fluorescence (KMESF) at 10 µM | 220,000 tested, 0.38% active | AID 1775; in the data active = fluorescence above about 47; note: inactives centre near 10
# Bim-Bfl-1 = disrupts Bim binding to human Bfl-1; Q16548; AID 1008; inhibition, % at 10 µM; 190,000 tested, 0.12% active; Bead-based flow cytometry, Bim-Bfl-1 binding inhibition;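 note: 0% = wells without compound plus tracer and 100% = blocker peptide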
# ABCB1 inh = human ABCB1 inhibition, ABCG2 as counter-screen; CCRF-Adr cells, JC-1 efflux, flow cytometry; inhibition, % at 6.6 µM; 190,000 tested, 0.067% active; in the data active = inhibition above about 40%;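 note: 0% = vehicle and 100% = reference inhibitor; higher value means more JC-1 retained so stronger ABCB1 efflux block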
# GSH bead fluor = compound fluoresces at 488/530 nm on GSH beads; GSH beads flow cytometry, compound fluorescence 488/530 nm; stronger effect = higher value; fluorescence (KMESF) at 10 µM; 190,000 tested, 0.25% active; AID 1776; in the data active = fluorescence above about 89;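 note: glutathione beads carrying GST-tagged Bcl family fusion proteins plus one bare bead set; values are compound well signal with DMSO vehicle wells as background; inactives centre near 16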
# RGS7-Gao reg = modulates binding of RGS7 to human Galphao; 220,000 tested, 0.35% active; binding response (% of control), % at 10 µM; P09471; Multiplexed bead flow cytometry; actives lie on both sides; in the data active = binding response below about 49% or above about 150%; inconclusive = no clear call, values can overlap the other calls; inactive = in between;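 note: fluorescent Galphao held in activated GDP-AlF4 state binding bead-coupled RGS7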
# ABCG2 inh = inhibitors of human ABCG2 transporter, ABCB1 counter-screen | IgMXP3 cells, JC-1 efflux, flow cytometry | AID 1325 | Q9UNQ0 | 190,000 tested, 0.1% active | inhibition, % at 6.6 µM;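 active = inhibition above 80%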;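 note: 0% = DMSO and 100% = nicardipine control wells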
#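 Assay system – ABCG2 IgMXP3 and barcoded ABCB1 CCRF-Adr cell mix · Input – 3 million cells/mL in well · Reagent – JC-1 fluorescent substrate · Compound – single test compound dose, 6.6 µM final · Timing – 10 min exposure at 25 °C with rotation, no wash · Detection – flow cytometry of retained JC-1 fluorescence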
# * = called active by the depositor; u = inconclusive; x = not tested or not shown. Cut-off read from the data, not from the text of the source, unless noted: active = inhibition above about 40%.
SMILES,Bcl-XL Bim block,RGS4-Gao reg,Bim-Bcl-B,Bim-Bcl-W,Bcl-2 Bim block,Avidin bead fluor,Bim-Bfl-1,ABCB1 inh,GSH bead fluor,RGS7-Gao reg,ABCG2 inh
O=[N+]([O-])c1ccc(NC2CCCC2)cc1,35,98,23,24,24,14,26,0.2,4,101,12
Cc1ccccc1C(=O)c1cccn1CC(=O)N1CCCCCC1,-6,98,-9,-5,-7,22,-8,0.0,14,97,0
COc1cc2cc(CN(CCCO)S(=O)(=O)c3ccccc3)c(=O)[nH]c2cc1OC,-3,93,-4,0,-10,31,-21,-0.2,20,94,10
COC(=O)C1=C(C)NC(C)=C([N+](=O)[O-])C1c1ccccc1C(F)(F)F (stereo unspecified),-6,99,-6,-2,-1,6,-1,0.4,19,98,2
COc1ccc(C(c2nnnn2Cc2ccc(F)cc2)N2CCN(c3ccccc3)CC2)cc1 (stereo unspecified),-9,99,-8,-1,-8,5,-13,0.6,38,102,0
COC(=O)Nc1ccc(S(=O)(=O)N(C)CC(F)(F)C(F)F)cc1,-4,105,-9,3,-4,9,-14,0.2,16,102,2
OCCN1CCN(Cc2cccc(Oc3ccc(Cl)cc3)c2)CC1,-7,101,-8,-1,-9,14,-12,0.8,32,98,1
CCn1c(SCC(=O)Nc2cccc(C(C)=O)c2)nnc1C(C)C,-9,101,-9,-5,-5,23,-9,1.2,21,98,30
COc1ccnc(Oc2cccc(C(F)(F)F)c2)c1C(=O)N/C=N/OCc1ccccc1F,-3,106,-4,-2,-6,4,-4,4.7,11,106,23
Cn1c(=O)cc(OCCCC(=O)NCc2ccc3c(c2)OCO3)c2ccccc21,-1,91,-2,-2,0,7,0,-1.2,22,93,-1
c1ccc(Cc2nc3ccccc3n2Cc2ccccc2)cc1,-6,101,-9,-5,-9,13,-13,1.2,31,101,8
NC(=O)C(c1ccc(Cl)cc1)c1ccc(Sc2ccccc2)nn1 (stereo unspecified),0,95,0,0,0,15,-2,1.4,10,99,2
O=C(O)CN(c1ccccn1)S(=O)(=O)c1ccccc1,8,105,0,-3,-5,2,0,0.1,34,98,0
CCN1CCN(CC(=O)n2c3c(c4ccccc42)CC(C)CC3)CC1 (stereo unspecified),-2,93,-7,0,-7,15,-12,0.2,38,90,2
Cn1c(C(=O)N2CCCCCC2)cc2c(=O)n(C)c3ccccc3c21,-3,100,-3,1,-6,8,-9,-2.1,20,94,-2
CCc1cc(C(=O)OC)c(NC(=O)C2CC(=O)NN2Cc2ccccc2)s1 (stereo unspecified),-5,101,-1,-1,-2,7,0,1.2,26,100,4
Cc1ccccc1NS(=O)(=O)c1cccc(-c2nnc(-c3ccccc3)o2)c1,6,107,0,3,3,2,3,-2.1,33,103,-3
CC(C(=O)N=Nc1c(O)n(C)c2ccc(Br)cc12)n1cnc2ccccc2c1=O (stereo unspecified),-3,100,-2,0,-2,12,-4,0.0,18,104,0
O=C(Nc1cccc(F)c1)C1CCN(c2nnnn2-c2ccccc2)CC1,-3,101,-4,6,1,11,-7,1.7,61,102,10
Cc1ccc(C)c(Cn2c(=O)n(CCCC(=O)NCc3ccco3)c(=O)c3ccccc32)c1,-5,98,-4,-5,-1,4,-2,3.4,20,100,10
COc1ccc(CCN2C(=O)C3CC=C(C)CC3C2=O)cc1OC (stereo unspecified),-7,105,-4,-2,1,21,-1,0.0,17,108,0
O=S(=O)(c1ccc2ccccc2c1)N1C=CC(C(F)(F)F)=NCC1,-4,95,-7,0,-10,36,-13,0.6,15,116,1
COc1ccc([N+](=O)[O-])cc1NC(=O)COC(=O)C=C(C)C,0,102,5,-3,1,9,3,0.9,17,99,35
C=CCCCCCCCCC(=O)Nc1c[nH]c(=O)[nH]c1=O,-3,101,-9,1,-7,9,-9,0.1,12,98,0
c1cc(CNC23CC4CC(CC(C4)C2)C3)ccn1,0,100,-2,-3,-4,13,-8,0.8,12,101,3
# Continuation.
SMILES,Bcl-XL Bim block,RGS4-Gao reg,Bim-Bcl-B,Bim-Bcl-W,Bcl-2 Bim block,Avidin bead fluor,Bim-Bfl-1,ABCB1 inh,GSH bead fluor,RGS7-Gao reg,ABCG2 inh
COc1ccccc1CNc1ncnc2cc(Cl)ccc12,-1,102,3,-5,0,8,5,0.9,20,104,10
O=C(CCCc1nc2ccccc2s1)NCc1ccccc1F,-6,103,-10,-4,-1,4,-2,0.5,10,102,21
COc1ccc(S(=O)(=O)N2CCC(C(=O)NCC3CCCO3)CC2)cc1 (stereo unspecified),-5,102,-5,0,-7,8,-10,0.7,16,105,10
COC(=O)c1cc2ccccc2c(=O)s1,-1,97,-4,-3,-4,4,-3,0.1,17,100,2
Cn1c(=O)oc2cc(S(=O)(=O)N3CCCC(C(=O)NCCN4CCOCC4)C3)ccc21 (stereo unspecified),-1,99,-1,2,-6,6,-10,-0.2,16,104,-2
CCC1(C)Cc2c(sc3nc(SC)nc(N)c23)CO1 (stereo unspecified),0,111,-1,0,0,15,-1,-0.1,10,108,0
Nc1nonc1-c1nc2ccccc2n1CC(=O)N/N=C/c1ccc(-c2ccccc2C(=O)O)o1,2,101,4,5,0,20,4,-0.3,7,100,1
Cc1ccc(-c2noc(CN3C(C)CCCC3C)n2)cc1 (stereo unspecified),0,99,0,2,3,4,2,-0.1,27,99,0
CC(NC(=O)COc1ncnc2cc([N+](=O)[O-])ccc12)c1ccccc1 (stereo unspecified),8,102,9,8,9,13,9,-0.3,11,97,0
CCCn1c(=O)[nH]c(=O)c2c1nc(-c1ccccc1OC(F)F)n2CCOC,0,100,-4,0,-3,36,-1,0.1,12,102,1
Cc1cnc(NC(=O)c2ccncc2)s1,-1,101,1,-3,3,8,9,-0.4,20,u,2
C=CCNC(=O)COc1ccc(S(=O)(=O)NC2CCCCC2)cc1,-8,99,-13,0,-11,15,-14,0.9,27,95,4
CCOC(=O)c1c(CN2CCOCC2)n(-c2ccccc2)c2cc(Br)c(O)c(CN(C)C)c12,-2,101,2,4,4,11,3,0.7,4,101,0
CCC(=O)N1CC2(CC(c3cccc([N+](=O)[O-])c3)=NO2)C[C@H]1C(=O)NCC(N)=O (stereo partly specified),-2,102,-3,-1,-4,14,-2,0.4,16,98,1
COc1cccc(-c2ccc(SCC(=O)N3CCN(c4ccccc4)CC3)nn2)c1,0,94,-3,-1,0,8,-4,3.2,15,93,6
Cc1cc(OCC(=O)NCCN2CCOCC2)cc(C)c1Br,-2,98,1,-2,-1,15,-2,0.0,21,100,2
N=C1S/C(=C\c2cccc3ccccc23)C(=O)N1c1ccc(F)cc1,-4,100,-1,0,2,10,-12,-0.5,8,99,2
CCC(C)[C@H](NC(=O)NCc1ccccn1)C(=O)OC (stereo partly specified),-1,103,0,-2,-3,41,-2,0.1,16,102,0
Cc1ccc(-c2csc(NC(=O)CSc3nc(C)cs3)n2)cc1,-1,101,-2,0,4,7,1,0.7,15,102,-1
CCn1cc(C(=O)Nc2ccc3c(c2)OCCO3)c2cc(OC)c(OC)cc2c1=O,-3,98,-3,0,-6,4,-5,-1.9,20,96,-1
Cc1cc(=O)oc2cc(OCC(=O)OCC(=O)N3CCc4ccccc43)ccc12,0,99,0,-1,-1,8,-2,0.2,35,100,4
COc1ccc(C(=O)CSc2nnnn2Cc2ccccc2)cc1,-3,111,0,2,2,12,1,1.2,10,105,1
CCCCNC(=O)CC1N=C2c3ccccc3N=C(SCC(=O)Nc3ccccc3C)N2C1=O (stereo unspecified),-3,100,-4,-2,-4,29,-5,-0.2,21,102,-4
CCn1nnc(NC(=O)CSc2ccc(Cl)cc2)n1,-2,x,-8,2,-7,x,-9,-0.1,34,x,2
CCNc1ccc(C(=O)OCC)cc1NC(=O)c1cccc(S(=O)(=O)N2CCOCC2)c1,-5,100,-8,1,-9,20,-10,1.1,19,100,15
# (next part)
SMILES,Bcl-XL Bim block,RGS4-Gao reg,Bim-Bcl-B,Bim-Bcl-W,Bcl-2 Bim block,Avidin bead fluor,Bim-Bfl-1,ABCB1 inh,GSH bead fluor,RGS7-Gao reg,ABCG2 inh
O=C(CSc1nnc(Cc2csc(Nc3cccc(Cl)c3)n2)o1)N1CCc2ccccc21,-7,104,-8,1,-9,11,-10,1.1,13,106,3
CCOc1ccc(NC(=O)CCCN2C(=S)NC(C)(C)CC2C)cc1 (stereo unspecified),-5,102,-6,-4,-1,13,6,0.6,9,103,26
c1ccc(CCNc2ncnc3c2cnn3-c2ccccc2)cc1,-2,99,-4,3,-1,3,-1,0.4,10,99,9
CCNS(=O)(=O)c1ccc(NS(C)(=O)=O)cc1,0,101,-2,-1,-1,10,-2,0.2,16,105,1
Cc1ccccc1N1C(=O)C(Oc2ccc(Cl)cc2)C1CNCC1CCCO1 (stereo unspecified),-1,99,-1,0,-5,9,-4,7.0,11,98,25
CC1=C(C(=O)OC(C)C)C(c2ccc(N(C)C)cc2)C2=C(CC(C)(C)CC2=O)N1 (stereo unspecified),-2,97,0,-3,-3,10,0,0.7,16,99,6
C/C(=N/NC(=O)c1sc(=S)n(C)c1C)c1ccccc1,-6,101,-9,-4,-7,10,-4,0.4,12,101,4
Cc1ccc(S(=O)(=O)c2cccc(S(=O)(=O)N3CCCC3)c2)cc1S(=O)(=O)N1CCCC1,-1,99,0,-2,0,34,0,4.2,23,99,5
CC1(C)CC(=O)C2=C(C1)NC1=C(C(=O)c3ccccc31)C2c1ccccc1 (stereo unspecified),-11,108,-13,-6,-7,18,-10,1.0,9,104,22
COc1ccc(-c2csc(-n3ncc(-c4ccccn4)c3N)n2)cc1,0,100,-12,-5,-6,23,-6,0.5,8,102,2
COc1ccc(C(=O)NCC(=O)OCC(=O)N2CCCc3ccccc32)cc1,-9,100,-9,-6,-7,10,-10,0.3,12,101,1
CCOC(=O)/C=c1\s/c(=C\c2ccc(-c3ccccc3)cc2)c(=O)n1CC(=O)NCc1ccc2c(c1)OCO2,-8,104,-7,-5,0,14,0,-0.2,6,107,0
Cc1ccc(CCNC(=O)C2CCN(S(=O)(=O)c3cccc4nsnc34)CC2)cc1,-4,100,0,1,-4,8,0,2.3,62,97,19
Cc1ccc2c(CC(=O)OCn3nnc4ccccc4c3=O)coc2c1,-1,99,0,-1,0,24,-2,0.2,10,104,0
CS(=O)(=O)N(Cc1ccc(C(=O)NCCSc2ccccn2)cc1)c1ccccc1,-4,102,-6,-2,-7,13,-15,1.6,11,102,60

# A run of entries from further up, for reference:
SMILES,Bcl-XL Bim block,RGS4-Gao reg,Bim-Bcl-B,Bim-Bcl-W,Bcl-2 Bim block,Avidin bead fluor,Bim-Bfl-1,ABCB1 inh,GSH bead fluor,RGS7-Gao reg,ABCG2 inh
CCNS(=O)(=O)c1ccc(NS(C)(=O)=O)cc1,0,101,-2,-1,-1,10,-2,0.2,16,105,1
Cc1ccccc1N1C(=O)C(Oc2ccc(Cl)cc2)C1CNCC1CCCO1 (stereo unspecified),-1,99,-1,0,-5,9,-4,7.0,11,98,25
CC1=C(C(=O)OC(C)C)C(c2ccc(N(C)C)cc2)C2=C(CC(C)(C)CC2=O)N1 (stereo unspecified),-2,97,0,-3,-3,10,0,0.7,16,99,6
C/C(=N/NC(=O)c1sc(=S)n(C)c1C)c1ccccc1,-6,101,-9,-4,-7,10,-4,0.4,12,101,4
Cc1ccc(S(=O)(=O)c2cccc(S(=O)(=O)N3CCCC3)c2)cc1S(=O)(=O)N1CCCC1,-1,99,0,-2,0,34,0,4.2,23,99,5
CC1(C)CC(=O)C2=C(C1)NC1=C(C(=O)c3ccccc31)C2c1ccccc1 (stereo unspecified),-11,108,-13,-6,-7,18,-10,1.0,9,104,22
